UHRF1 binding = blocks human UHRF1 binding to methylated DNA; UHRF1 binding to methylated oligo, TR-FRET; inhibition, % at 4.4 µM; 0.75% of 370,000 active; in the data active means inhibition above about 21%;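 further: UHRF1 SRA domain binding a hemimethylated CpG hairpin DNA probe; 0% = median of test compound wells and 100% = reference inhibitor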
SIAE primary = human SIAE inhibition, primary screen. Q9HAT2. 0.69% of 370,000 active. inhibition, % at 9.66 µM. SIAE FP-Rh probe binding, fluorescence polarization;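 active means inhibition above a cutoff: mean of compounds within the control limits plus 3 SD of those, cut at about 17% in these data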;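 further: 0% = plate median of compound wells and 100% = probe without SIAE protein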
GC-B act = GC-B (human) receptor activation; HEK293-GC-B cells, CNP EC30, cGMP TR-FRET; 0% at EC30 CNP, 100% saturating CNP; AID 1920062; P20594; activation, % at 10 µM; 0.11% of 370,000 active;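 active means activation at 10 µM reaching about 35% in either raw or pattern-adjusted values, limit read from the data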
Target sequence (P20594 whole entry, looked up): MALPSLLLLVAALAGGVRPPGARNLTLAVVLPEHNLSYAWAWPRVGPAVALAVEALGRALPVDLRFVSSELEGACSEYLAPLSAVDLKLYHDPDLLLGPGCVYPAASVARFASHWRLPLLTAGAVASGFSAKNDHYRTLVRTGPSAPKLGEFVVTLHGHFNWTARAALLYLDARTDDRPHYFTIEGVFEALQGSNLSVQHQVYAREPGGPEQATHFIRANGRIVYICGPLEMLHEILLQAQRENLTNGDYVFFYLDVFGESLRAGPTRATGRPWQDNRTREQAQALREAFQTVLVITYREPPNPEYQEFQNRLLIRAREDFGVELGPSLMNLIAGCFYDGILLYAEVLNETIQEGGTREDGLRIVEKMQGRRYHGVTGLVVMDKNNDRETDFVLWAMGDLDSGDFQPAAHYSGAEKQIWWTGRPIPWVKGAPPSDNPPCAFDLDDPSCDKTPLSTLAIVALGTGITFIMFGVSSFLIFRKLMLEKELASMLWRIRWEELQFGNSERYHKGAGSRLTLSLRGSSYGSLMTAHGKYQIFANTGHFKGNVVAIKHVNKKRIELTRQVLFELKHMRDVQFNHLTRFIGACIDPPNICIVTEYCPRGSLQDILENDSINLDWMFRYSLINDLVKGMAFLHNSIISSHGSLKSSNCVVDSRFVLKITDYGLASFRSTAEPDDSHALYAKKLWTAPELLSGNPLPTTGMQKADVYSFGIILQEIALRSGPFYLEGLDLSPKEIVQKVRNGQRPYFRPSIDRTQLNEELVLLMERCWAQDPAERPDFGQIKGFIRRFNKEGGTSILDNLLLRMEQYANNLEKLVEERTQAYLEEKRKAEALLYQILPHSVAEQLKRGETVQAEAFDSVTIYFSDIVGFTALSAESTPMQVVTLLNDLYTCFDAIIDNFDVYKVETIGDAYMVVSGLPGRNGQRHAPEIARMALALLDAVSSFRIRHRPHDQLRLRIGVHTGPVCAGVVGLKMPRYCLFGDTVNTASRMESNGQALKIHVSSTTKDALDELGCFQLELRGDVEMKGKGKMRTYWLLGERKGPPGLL
NPR1 activator = GC-A (human) enzyme activation | HEK293 GC-A cells, cGMP TR-FRET, EC30 ANP; 0% at EC30 ANP, 100% saturating ANP | 0.14% of 370,000 active | activation, % at 10 µM | P16066; in the data active means activation above about 40%
HTRA1 inhibitor = HTRA1 (human) protease inhibition; Q92743; recombinant HTRA1, FP-rhodamine activity-based probe, fluorescence polarization; inhibition, % at 5.96 µM; 0.5% of 340,000 active; in the data active means inhibition above about 36%;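 further: 0% = enzyme with DMSO and 100% = wells lacking enzyme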
rCAG RNA binder = binds r(CAG) RNA repeats. inhibition, % at 3 µM. r(CAG) RNA repeat, TO-PRO-1 dye displacement fluorescence. 1.3% of 370,000 active. AID 651821;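 active means inhibition above the plate cutoff, the mean of all test compounds on that plate plus 3 SD, cut at about 35% in these data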;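 further: 0% = DMSO alone and 100% = 100 µM mitoxantrone as full dye displacement; higher means more dye released from RNA so lower well fluorescence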
TCR-CD3 inh = inhibitors of human TCR-CD3 interaction | TAMRA-labeled TCR probe fluorescence, biochemical | inhibition, % at 9.4 µM | 0.37% of 360,000 active | AID 651800; in the data active means inhibition above about 19%;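 further: recombinant mutant TCR 2C K166C tagged with TAMRA read by polarization; 0% = receptor in buffer alone and 100% = receptor with positive control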
MBD2 DNA inh = inhibitors of human MBD2 binding to methylated oligonucleotide; Q9UBB5; TR-FRET; inhibition, % at 4.4 µM; 0.31% of 370,000 active; AID 686964; in the data active means inhibition above about 13%
PRMT1 inh = inhibitors of human PRMT1; Q99873; recombinant PRMT1, activity-based probe fluorescence polarization; inhibition, % at 2.79 µM; 1.3% of 370,000 active; AID 652257;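 active means inhibition above about 21% made by adding two undisclosed values, limit read from the data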
ABHD4 inh = inhibitors of mouse ABHD4. AID 720543. 0.54% of 370,000 active. inhibition, % at 8.92 µM. purified mABHD4, FP-Rh probe fluorescence polarization;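 active means inhibition exceeding the mean over every tested compound plus 3 SD, cut at about 30% in these data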;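 further: 0% = plate median of compound wells and 100% = S159A mutant with DMSO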
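assay system = mABHD4 protein | compound dosing = single nominal dose of 8.92 µM, 0.89% DMSO final | read-out basis = percent inhibition of probe binding, normalized to plate controls | schedule = Enzyme–compound pre-incubation 45 min, then probe 60 min, both 25 °C | detection = fluorescence polarization, excitation 525 nm, emission 598 nm, BODIPY TMR filters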
Numbers without * were called inactive; · = no result given. An excerpt; rates above refer to the full screens.

Results follow in this order: GC-B act	SIAE primary	MBD2 DNA inh	PRMT1 inh	rCAG RNA binder	ABHD4 inh	TCR-CD3 inh	NPR1 activator	UHRF1 binding	HTRA1 inhibitor
Oc1ccc(F)cc1-c1cc(-c2ccc3c(c2)OCCO3)n[nH]1
 : -28	-32	-6	1	14	-53	-1	13	0	-36
NC(=O)Nc1ccc(C(=O)OCC(=O)Nc2cccc(S(=O)(=O)NC3=NCCCCC3)c2)cc1
 : -5	-3	3	-3	10	-7	-4	1	5	-6
COC(=O)c1cnc(SC)nc1C
 : 3	-2	-7	2	0	-2	7	2	0	0
Cn1c(SCC(=O)Nc2cccc(F)c2)nnc1-c1cc2ccccc2o1
 : -11	-3	-1	-3	0	2	4	-8	-5	-3
Cc1ccc(/C=N/NC(=O)c2nnn(-c3nonc3N)c2CNc2ccccc2)cc1
 : -1	-8	-1	1	13	-2	12	-2	-1	-6
COc1ccc(-c2nnc(SCC(=O)NCC3CCCO3)n2C)cc1 (stereo unspecified)
 : 0	-5	2	2	-2	2	-4	3	3	4
CCOC(=O)C1=NOC(CNC(=O)c2c(-c3ccccc3Cl)noc2C)C1 (stereo unspecified)
 : -1	-2	2	1	-3	0	-2	0	3	7
O=C(Cn1nnc(-c2ccccc2)n1)N=Nc1c(O)[nH]c2ccccc12
 : -6	7	-2	-3	2	-3	-2	3	-3	-4
COc1ccc(Cl)cc1NC(=O)COC(=O)C1=NNC(=O)CC1
 : -5	2	1	0	3	6	10	-4	-2	3
O=C(CSCc1ccccc1)N1CCN(Cc2ccc3c(c2)OCO3)CC1
 : 1	0	3	3	-5	-2	-5	4	1	-3
O=C(CN1CCN(c2ccccc2)CC1)Nc1ccccc1Sc1ccccc1
 : 3	6	-3	-4	0	-2	5	0	-3	-18
Cc1ccc(C(=O)N/C(=C/c2ccco2)C(=O)OCN2C(=O)c3ccccc3C2=O)cc1
 : 0	1	3	5	4	18	1	-4	2	7
Cc1cc(C)n2nc(C(=O)N(C)c3c(N)n(Cc4ccccc4)c(=O)[nH]c3=O)nc2n1
 : -1	5	2	1	-2	-1	-11	1	0	8
COc1cc2c(cc1OC)C(c1ccccc1)N(C(=O)c1ccccc1)CC2 (stereo unspecified)
 : -16	-3	2	9	-6	-15	-9	-26	8	-15
COc1ccccc1NC(=O)Oc1ccc(NC(=O)c2ccco2)cc1
 : 2	-4	5	1	-3	-6	2	7	-1	4
Cc1ccc(/C=C/S(=O)(=O)NCCC(=O)NCc2ccccc2F)cc1
 : 1	7	2	5	7	-1	-2	-3	-2	-16
CCCCN1C(=O)C(=O)N(CC(=O)c2cc(C)n(C3CC3)c2C)C1=O
 : 1	-3	5	2	1	8	-7	4	1	2
O=C(COc1ccc(Cl)cc1)NCc1nnc(SCC(=O)Nc2ccc(F)cc2F)o1
 : -8	6	6	2	0	-1	0	-3	1	0
COc1cccc(N2CCN(c3ccc4nnc(CCC(=O)Nc5ncccc5C)n4n3)CC2)c1
 : -2	8	1	-1	-4	-3	2	0	-1	-2
COC1CCN(C(=O)c2cc(COc3cc(C)ccc3C)on2)CC1
 : 3	1	-7	-2	2	1	6	0	0	-13
O=C(O)c1cccnc1SC1CC(=O)N(c2ccccc2)C1=O (stereo unspecified)
 : 0	2	-2	0	0	4	5	-4	2	-1
Cc1ccc(NS(=O)(=O)c2ccc3c(c2)NC(=O)CO3)cc1
 : -3	-8	2	4	6	6	-6	-3	1	-4
O=C(COc1ccc(Cl)cc1Cl)Nc1nnc(C2=COCCO2)o1
 : -4	-5	-1	-3	4	-1	2	-3	1	9
CC1(C(=O)NCc2cccc(C(F)(F)F)c2)CCN1CCc1ccccc1 (stereo unspecified)
 : 3	-1	2	-1	-4	-5	-2	-1	2	·
CCC(=O)N1CCN(c2ccc(NC(=O)c3ccc([N+](=O)[O-])o3)cc2Cl)CC1
 : -1	-3	-2	-2	-3	-1	-3	0	-2	8
O=S(=O)(NC1CCCCC1)c1cccc(-c2nnc(-c3ccccc3)o2)c1
 : -2	-12	-3	0	2	4	-5	-3	3	-32
CCC(O)(C#CCN1CCCCC1)CC
 : 4	0	5	0	0	4	-1	-1	5	-2
N#Cc1sc2nc(-c3ccccc3)cc(C(F)(F)F)c2c1N
 : 1	3	-1	-3	-1	-3	1	3	-1	5
Cc1ccc(NC(=O)CSc2nnc(NC3CC3)s2)cc1S(=O)(=O)N1CCOCC1
 : -6	-3	-1	-3	5	-2	5	-4	1	0
CC(=O)c1ccc(N(C(=O)Cn2nnc3ccccc32)C(C(=O)NC2CCCCC2)c2cn(C)nc2C)cc1 (stereo unspecified)
 : 1	-4	0	1	2	-2	4	1	0	-3
Cc1cccc(OCCNc2cc(N3CCOCC3)ccc2[N+](=O)[O-])c1
 : 9	-3	-1	2	-1	0	-2	1	4	-4
CC(C)NC(=O)Cn1c(=O)n(CC(=O)N2CCCCC2)c(=O)c2sccc21
 : 2	0	2	3	-1	-1	-2	2	0	3
CC(=O)c1cccc(NC(=O)c2ccc(NC(=O)CCS(=O)(=O)c3cccs3)cc2)c1
 : 6	-10	1	1	10	-21	-4	2	-1	-11
COc1ccc(CNS(=O)(=O)c2ccc(C)cc2)cc1
 : 1	11	-3	0	-4	-4	2	2	-2	3
Cc1cccnc1NC(=O)CCNC(=O)c1ccc(Cl)cc1
 : 2	-4	-3	-5	1	4	7	2	-1	6
CN(C(=O)CCc1nnc(-c2ccc(-c3ccccc3)cc2)o1)C1CCOCC1
 : -2	3	1	-2	-9	7	9	3	-1	2
CCCNC(=O)C1(C)CCCN(C(=O)c2ccccc2OC)C1 (stereo unspecified)
 : -6	0	-2	0	0	6	-1	-1	-1	·
CN1CCC(N(C)S(=O)(=O)c2ccc(NC(=O)COc3cccc(C(F)(F)F)c3)cc2)CC1
 : -2	-1	0	1	-7	-2	-2	-3	-2	24
CCn1c(SCC(=O)Nc2nc3ccccc3s2)nnc1-c1ccc(Br)cc1
 : -5	-8	0	-1	0	2	1	2	-2	0
COC(=O)c1ccccc1NC1CC(=O)N(c2c(C)cccc2C)C1=O (stereo unspecified)
 : 4	1	8	3	8	-7	-4	0	3	-13
O=C(O)CSc1nnc(-c2ccc(Cl)cc2Cl)n1-c1ccc(Br)cc1
 : 4	-4	-1	-1	33	-7	0	2	-2	-5
CN(C)/C=N/c1c(C(=O)NCc2ccccc2)nnn1Cc1ccccc1
 : -2	5	5	2	-6	2	-3	0	3	-3
COc1ccccc1CC(=O)NCC(c1ccco1)N1CCCCC1 (stereo unspecified)
 : 1	2	0	-2	-2	-4	-4	0	-2	1
Cc1ccc(Cl)cc1N1CCN(S(C)(=O)=O)CC1
 : -4	2	1	3	-3	-4	2	1	-3	-4
Cc1ccc(C2NC(c3ccc(C)cc3)C(C)C(=NO)C2C)cc1 (stereo unspecified)
 : -4	7	3	-1	-4	-2	5	0	0	-18
O=C(COc1ccc(S(=O)(=O)N2CCCCC2)cc1Cl)N1CCOCC1
 : 5	-3	-4	2	-1	-4	12	1	2	-7
O=C(NC(NC1CCS(=O)(=O)C1)C(Cl)(Cl)Cl)c1ccc(Br)cc1 (stereo unspecified)
 : -12	3	0	2	-2	-4	3	-24	-1	-3
C=CCn1c(=O)c2ccccc2n2c(SCc3nnc(-c4ccccc4Br)o3)nnc12
 : -1	-1	3	0	1	-7	-1	-1	2	-2
CC(C)CNc1cccc2c1S(=O)(=O)N[C@@H](C)CO2
 : 1	4	5	-4	1	-10	-4	0	15	·
COc1cccc(CC(=O)NCC2COc3ccccc3O2)c1OC (stereo unspecified)
 : -1	4	2	0	-3	4	9	2	-1	1
COc1ccc(-c2csc(NC(=O)CSc3ccc(Br)cc3)n2)c(OC)c1
 : -7	12	2	-1	14	-18	2	-1	3	-30
CC1=CSC2=NC(=O)/C(=C/c3cccc(OC(=O)c4ccco4)c3)C(=N)N12
 : -10	-2	-6	7	18	2	-8	-11	-1	4
CCCc1c(C(=O)N/N=C/c2ccc(OC)c(OCc3ccccc3)c2)nnn1-c1nonc1N
 : 6	-4	4	-2	1	2	0	4	-2	2
O=c1c2ccccc2nc(-c2ccccc2)n1CCCn1ccnc1
 : 4	1	0	1	-7	-5	-5	-3	2	4
CCOc1ccccc1N1CCN(CC(=O)Nc2ncc(C)s2)CC1
 : 0	3	0	-3	-5	-3	6	2	0	-3
O=C(OCc1nnc(-c2ccccc2Br)o1)c1ccco1
 : -2	-2	9	3	5	4	3	-1	2	8

Sorted by heavy-atom count (highest first): some entries from above
Results follow in this order: GC-B act	SIAE primary	MBD2 DNA inh	PRMT1 inh	rCAG RNA binder	ABHD4 inh	TCR-CD3 inh	NPR1 activator	UHRF1 binding	HTRA1 inhibitor
C=CCn1c(=O)c2ccccc2n2c(SCc3nnc(-c4ccccc4Br)o3)nnc12
 : -1	-1	3	0	1	-7	-1	-1	2	-2
CN(C(=O)CCc1nnc(-c2ccc(-c3ccccc3)cc2)o1)C1CCOCC1
 : -2	3	1	-2	-9	7	9	3	-1	2
CCn1c(SCC(=O)Nc2nc3ccccc3s2)nnc1-c1ccc(Br)cc1
 : -5	-8	0	-1	0	2	1	2	-2	0
COc1ccc(-c2csc(NC(=O)CSc3ccc(Br)cc3)n2)c(OC)c1
 : -7	12	2	-1	14	-18	2	-1	3	-30
Cc1cccc(OCCNc2cc(N3CCOCC3)ccc2[N+](=O)[O-])c1
 : 9	-3	-1	2	-1	0	-2	1	4	-4
O=C(O)CSc1nnc(-c2ccc(Cl)cc2Cl)n1-c1ccc(Br)cc1
 : 4	-4	-1	-1	33	-7	0	2	-2	-5
Cc1ccc(C2NC(c3ccc(C)cc3)C(C)C(=NO)C2C)cc1 (stereo unspecified)
 : -4	7	3	-1	-4	-2	5	0	0	-18
CCCNC(=O)C1(C)CCCN(C(=O)c2ccccc2OC)C1 (stereo unspecified)
 : -6	0	-2	0	0	6	-1	-1	-1	·
Cc1cccnc1NC(=O)CCNC(=O)c1ccc(Cl)cc1
 : 2	-4	-3	-5	1	4	7	2	-1	6
O=C(OCc1nnc(-c2ccccc2Br)o1)c1ccco1
 : -2	-2	9	3	5	4	3	-1	2	8
COc1ccc(CNS(=O)(=O)c2ccc(C)cc2)cc1
 : 1	11	-3	0	-4	-4	2	2	-2	3
CC(C)CNc1cccc2c1S(=O)(=O)N[C@@H](C)CO2
 : 1	4	5	-4	1	-10	-4	0	15	·
Cc1ccc(Cl)cc1N1CCN(S(C)(=O)=O)CC1
 : -4	2	1	3	-3	-4	2	1	-3	-4

Screens deposited in PubChem BioAssay by several laboratories.
